# Bioassay records (PubChem BioAssay)
# KCNQ2 block: KCNQ2 channel blockers in CHO-K1 cells – cell-based, FluxOR thallium flux, B-score, primary screen (AID 2156) | O88943 | 20 min; hits give low values | B-score at 10 µM | actives 1.1% (n = 310,000);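 active = fluorescence ratio B-score at most minus 3 library SDs, with starting brightness B-score within 2 library SDs, cut at about -5.5 in these data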
# Kir21 block: Kir2.1 (mouse) channel inhibition. AID 1672. HEK293-Kir2.1, FluxOR thallium flux fluorescence; hits give low values. actives 0.85% (n = 310,000). B-score at 10 µM;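 active = fluorescence ratio B-score at or below minus 3 SD of library scores, with starting-brightness B-score within 2 SD, cut at about -4.2 in these data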;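 note: channel flux triggered by added potassium and thallium sulfate stimulus; B-score of peak minus minimum fluorescence over baseline after thallium stimulus; more negative B-score means stronger Kir2.1 block with less thallium influx; some compounds called inactive have numbers as strong as hits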
# Target sequence (P35561 whole entry, looked up): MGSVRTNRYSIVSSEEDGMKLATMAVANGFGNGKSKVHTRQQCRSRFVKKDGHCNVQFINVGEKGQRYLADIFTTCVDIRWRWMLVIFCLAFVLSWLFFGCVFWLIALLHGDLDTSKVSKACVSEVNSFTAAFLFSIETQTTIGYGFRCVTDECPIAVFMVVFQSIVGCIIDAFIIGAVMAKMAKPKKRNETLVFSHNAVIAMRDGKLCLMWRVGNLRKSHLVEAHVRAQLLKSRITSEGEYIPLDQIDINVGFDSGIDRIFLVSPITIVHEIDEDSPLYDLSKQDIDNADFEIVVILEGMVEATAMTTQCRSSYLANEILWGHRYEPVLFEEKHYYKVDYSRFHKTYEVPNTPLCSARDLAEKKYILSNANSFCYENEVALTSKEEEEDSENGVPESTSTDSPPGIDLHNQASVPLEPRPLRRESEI
# * hit, by the source's call; i = inactive.
SMILES,KCNQ2 block,Kir21 block
COCCSc1ccccc1C(=O)N1CCc2ccccc21,i,-2.1
Fc1ccc(C2CC(c3ccco3)n3ncnc3N2)cc1 (stereo not drawn),i,1.4
CC1CN(C(=O)Cn2c(=O)oc3ccccc32)CC(C)O1 (stereo not drawn),i,-0.88
O=C1OC(C(=O)O)Cc2ccccc21 (stereo not drawn),i,-0.75
COc1cccc(N(CC(=O)NC2CCCCC2)C(=O)Cn2nnc(-c3ccc(C)o3)n2)c1,i,-1.4
Cc1nn(CCC(=O)NNC(=S)Nc2cccc(Cl)c2)c(C)c1[N+](=O)[O-],i,-0.09
Cc1cc(C)cc(N(CCC(=O)Nc2nnc(C3CC3)s2)S(=O)(=O)c2ccc(Cl)cc2)c1,i,-0.16
CC(C)(C)c1ccc(C(CC(=O)O)NS(=O)(=O)Cc2ccccc2)cc1 (stereo not drawn),i,-1.9
CCOc1ccc(S(=O)(=O)N2CCCCC2)cc1NC(=O)C1CCC1,i,1.9
Cc1ccc(-c2nn(C)c(=O)c3ccccc23)cc1CNC(=O)c1ccccc1,i,-0.72
CN(C)[C@@H]1CCC[C@@H]1OC(=O)C(c1ccccc1)c1ccccc1,i,-0.3
CC1CCCCC1NC(=O)C1CCC(CNS(=O)(=O)c2cccc3cccnc23)CC1 (stereo not drawn),i,1.2
Cc1cccc(C(=O)NCc2ccc(S(N)(=O)=O)cc2)c1[N+](=O)[O-],i,0.7
O=C(COC(=O)c1ccccc1Br)NCc1ccccc1,i,-0.63
CCOC(=O)C1CCCN(C(=O)c2cc3ccccc3oc2=O)C1 (stereo not drawn),i,-0.14
COc1cc(C2C3=C(CC(C)(C)CC3=O)OC(N)=C2[N+](=O)[O-])ccc1O (stereo not drawn),i,0.64
CC(C)CC(=O)C1=C(O)C(=O)N(Cc2ccccc2)C1c1ccccc1 (stereo not drawn),i,0.89
O=C(Nc1ccc2nc(-c3cccnc3)[nH]c2c1)C1CCCCC1,i,0.04
C=CCn1c(COc2ccc(OC)cc2)nnc1SCn1nnc2ccccc2c1=O,i,-2
Cc1cc(C)cc(CC2CC(=O)N(c3ccc([N+](=O)[O-])cc3)C2=O)c1 (stereo not drawn),i,-0.8

# Random excerpt: 4 records from the list, in no set order.
SMILES,KCNQ2 block,Kir21 block
CCOC(=O)C1CCCN(C(=O)c2cc3ccccc3oc2=O)C1 (stereo not drawn),i,-0.14
COc1cccc(N(CC(=O)NC2CCCCC2)C(=O)Cn2nnc(-c3ccc(C)o3)n2)c1,i,-1.4
CC1CN(C(=O)Cn2c(=O)oc3ccccc32)CC(C)O1 (stereo not drawn),i,-0.88
Cc1cc(C)cc(CC2CC(=O)N(c3ccc([N+](=O)[O-])cc3)C2=O)c1 (stereo not drawn),i,-0.8

# A second format for part of the listing above:
# Below each compound – KCNQ2 block, Kir21 block
- CCOc1ccc(S(=O)(=O)N2CCCCC2)cc1NC(=O)C1CCC1
  i, 1.9
- Cc1ccc(-c2nn(C)c(=O)c3ccccc23)cc1CNC(=O)c1ccccc1
  i, -0.72

# Further results follow.
SMILES,KCNQ2 block,Kir21 block
Cc1ccc(-c2nc3[nH]c(=O)cc(NC(=O)C(C)C)n3n2)cc1,i,-1.2
COc1ccccc1CNC(=O)Cn1cccc1C(=O)c1ccccc1C,i,-1.4
Cc1nc2ccc(CN(C)c3ccc(C(=O)N[C@@H](CCC(=O)O)C(=O)O)s3)cc2c(=O)[nH]1,i,-0.02
COc1ccc(CN=C2NC(=O)CC(C(=O)Nc3ccc(F)cc3)S2)cc1 (stereo not drawn),i,1.3
Cn1c(-c2ccc3c(c2)OCO3)cnc1NCc1ccccc1Cl,i,-4.3*
CCOC(=O)c1cnn(-c2ccccc2)c1NC(=O)CN1CCOCC1,i,0.71
O=C(Nc1ccccc1)N1C(=O)C2(OCCO2)c2ccccc21,i,0.97
O=C(CN1C(=O)CC(c2ccco2)Sc2ccccc21)Nc1ccccc1F (stereo not drawn),i,-1.2
Cc1ccc(NC(=O)COc2cccc3ccc(C)nc23)c(Br)c1,i,-0.37
c1ccc(OCCSc2ncnc3nc[nH]c23)cc1,i,1.4
COc1ccc(CN2CCNC(=O)C2CC(=O)NCc2csc(C)n2)c(F)c1 (stereo not drawn),i,1.1
Cc1c(N=Cc2cc(Br)cc(Br)c2O)cccc1C(=O)O,i,2.5
CC(C)(C)NC(=O)COC(=O)CNC(=O)c1cc(Cl)cc([N+](=O)[O-])c1,i,0.45
COC(=O)C1=C(N)OC2=C(C(=O)CCC2)C1c1ccccc1OC (stereo not drawn),i,-0.02
COC(=O)Cc1c(OC)ccn(CCc2c[nH]c3ccccc23)c1=O,i,-0.23
COc1ccc(N(C(=O)c2cnccn2)C(C(=O)NC2CCCCC2)c2ccc(Cl)cc2)cc1 (stereo not drawn),i,0.34
Cc1cc(C)cc(NC(=S)N2CCC(NC(=O)c3ccco3)CC2)c1,i,-0.47
COc1ccc(CCOC(=O)c2ccc(NC(=O)CC#N)cc2)cc1,i,-0.09
COc1ccccc1NC(=O)c1oc2ccccc2c1NC(=O)C1CC1,i,-1.3
COCCNC(=S)N(CCCN(C)C)Cc1cc2cc3c(cc2[nH]c1=O)OCCO3,i,-0.23
NC(=O)CSc1nnnn1-c1ccc(OC(F)(F)F)cc1,i,-1.6
O=C(Nc1ccc(-c2noc(CCc3ccccc3)n2)cc1)c1ccco1,i,2.5
Cc1ccc(F)cc1N=Cc1c(O)c2ccccc2oc1=O,i,-0.64
CCOC(=O)Cc1csc(NC(=S)NC(=O)c2ccccc2Br)n1,i,1.4
O=C(NCc1ccncc1)C(=O)N/N=C/c1ccccn1,i,1.7
COc1ccc(CC(=O)OC2CCCN(C)C2)cc1 (stereo not drawn),i,-2
Cc1ccc(N=N/C(=C\O)C(=O)c2ccncc2)cc1,i,0.51
Cc1nc(Cc2nnc(SCc3nc(N)nc(Nc4ccccc4C)n3)o2)cs1,i,-1
Cc1c(C)c2ccc(OCC(=O)Nc3cccnc3)c(C)c2oc1=O,i,1
Cc1cc(C(=O)Nc2c(F)cc(F)cc2Br)cs1,i,0.02
CCOc1ccc(N=C2Sc3nc4ccc(C)cc4cc3CN2CCOC)cc1,i,0.68
CSc1nsc(SC)c1C(=O)Nc1ccc(C(C)(C)C)cc1,i,-1.2
c1ccc(-c2cn(-c3ccccc3)c3[n+]2CCS3)cc1,i,-0.11
CCN1C(=O)[C@H]2[C@@H](c3ccc(-c4ccc(C(C)=O)cc4)cc3)N3CCCC[C@@]3(C(=O)OC)[C@H]2C1=O,i,-1.6
COc1ccc(-c2csc(-c3cccs3)n2)c(OC)c1,i,-0.4
Cc1ccc(C(=O)NNC(=O)CSc2nnc(C(C)C)n2C)cc1,i,-1.8
CC(C)c1nc2sc3c(SCC(N)=O)ncnc3c2c2c1CCC2,i,0.25
Cc1cc(Cl)ccc1OCCCC(=O)NCCCn1ccnc1,i,-0.94
O=C(NCc1ccncc1)C12CC3CC(CC(C3)C1)C2,i,0.53
COc1ccccc1CC(NC(C)=O)C(=O)NC1CCN(C(=O)NCc2ccccc2)CC1 (stereo not drawn),i,1.9
COc1ccc(C)cc1S(=O)(=O)N1CCN(S(=O)(=O)c2cc(C)ccc2OC)CC1,i,-0.08
COc1ccc(OC)c(Cc2nnc(CCC(=O)N3CCCCC3c3nccs3)o2)c1 (stereo not drawn),i,0.21
COC(=O)c1c(-c2ccncc2)csc1NC(=O)c1ccoc1C,i,2
CCCOc1ccc(N2C(=O)CC(N(Cc3ccco3)C(=O)CC)C2=O)cc1 (stereo not drawn),i,-0.03
CC1CN(C(=S)Nc2cccc(F)c2)CC(C)O1 (stereo not drawn),i,0.67
NC(=O)CSc1ncc(-c2ccccc2)[nH]1,i,0.51
CCOC(=O)C1C(c2ccc3c(c2)OCO3)NC(=O)NC1(O)C(F)(F)F (stereo not drawn),i,-1
Cc1ccc(Cn2c(C(CO)Nc3nc(-c4ccc(F)cc4)cs3)nc3ccccc32)cc1 (stereo not drawn),i,-0.95
O=C(CSc1nnc(CCCN2C(=O)c3cccc4cccc(c34)C2=O)n1-c1ccccc1)NCCCN1CCOCC1,i,0.03
CCCN(CCC)S(=O)(=O)c1ccc(NC(=O)Cc2cccs2)cc1,i,-1
COc1ccc(NS(=O)(=O)c2cccc(C(=O)O)c2)cc1,i,0.24
CC1CCN(C(=O)COC(=O)c2cc(Cl)cc(Cl)c2N)CC1,i,1.1
Cc1cccc(N2CCN(C(=O)CNC(=O)c3cccc([N+](=O)[O-])c3)CC2)c1C,i,0.04
COc1ccc(NC(=S)Nc2cccc(C(C)=O)c2)cc1OC,i,-1.7
CCC(=O)Nn1cnc2c(c1=O)C1(CCCCC1)Cc1ccccc1-2,i,-0.96
CCOC(=O)c1ccc(NC(=O)CCS(=O)(=O)c2cccc3nonc23)cc1,i,0.1
COc1ccc(/C=C(/NC(=O)c2ccco2)C(=O)NCc2ccco2)cc1OC,i,0.94
CCC(C)OC1OC(CO)C(O)C(O)C1NC(C)=O (stereo not drawn),i,1.9
CC1CCN(C(=O)c2cc3ccccc3cc2O)CC1,i,-0.75
CSc1ccc(CNc2nc3ccccc3n3cnnc23)cc1,i,1.2

# A second format for four compounds above.
Structure: CN(C)[C@@H]1CCC[C@@H]1OC(=O)C(c1ccccc1)c1ccccc1
- KCNQ2 block: i
- Kir21 block: -0.3

Structure: O=C(Nc1ccc2nc(-c3cccnc3)[nH]c2c1)C1CCCCC1
- KCNQ2 block: i
- Kir21 block: 0.04

Structure: Cc1nc(Cc2nnc(SCc3nc(N)nc(Nc4ccccc4C)n3)o2)cs1
- KCNQ2 block: i
- Kir21 block: -1

Structure: Cc1c(N=Cc2cc(Br)cc(Br)c2O)cccc1C(=O)O
- KCNQ2 block: i
- Kir21 block: 2.5

# The list continues:
SMILES,KCNQ2 block,Kir21 block
Cc1ccc(C(=O)N2CCN=C2SCc2ccc([N+](=O)[O-])cc2)cc1C,i,-0.99
CN(C)S(=O)(=O)c1ccc(N2CCCC2)c(C(=O)Nc2ccccc2OC(F)F)c1,i,0.18
CC(C)(C)C1CCC(C(=O)OCC(=O)N2CCOCC2)CC1 (stereo not drawn),i,0.41
CCCCn1c(SCC(=O)OC)nc2c1c(=O)n(C)c(=O)n2C,i,0
CC(C)n1cc(CN2CCC(n3nccc3NC(=O)CCCc3ccccc3)CC2)cn1,i,-1.1
Cc1cc(C)nc(NC(=O)c2cc(Br)ccc2Cl)n1,i,-0.95
CN(C)CC(C)(C)CNS(=O)(=O)c1cccc(Cl)c1Cl,i,-0.95
COc1ccc(/C=N/Nc2nc(C)c([N+](=O)[O-])c(N(C)c3ccccc3)n2)cc1OC,i,-1.1
CC(Sc1nnc(-c2ccccc2)c(-c2ccccc2)n1)C(=O)N1CCc2ccccc21 (stereo not drawn),i,0.35
Cc1onc(-c2c(Cl)cccc2Cl)c1C(=O)N1CCCc2ccccc21,i,-1.7
O=C(C[n+]1cc(Br)cc(Br)c1)c1cccc([N+](=O)[O-])c1,i,1.1
CN=c1scc(C)n1/N=C/c1ccc(O)cc1,i,-0.17
CCCCCn1c(=O)[nH]c2cc(C(=O)NCCCN(C)Cc3ccccc3)ccc2c1=O,i,-2.6
Cc1ccc2c(c1)[C@@H](O)C[C@@H](C)N2N=O,i,-0.19
CCCc1cc(=O)[nH]c(NCc2ccc(Cl)cc2)n1,i,-1.7
CCC1CCCCN1CCCNC(=O)C1CCC(Cn2c(=O)[nH]c3ccccc3c2=O)CC1 (stereo not drawn),i,-0.06
CC(C)(C)N1CC(C(=O)Nc2ccc(S(N)(=O)=O)cc2)CC1=O (stereo not drawn),i,2.7
Cc1ccc(Oc2ccc(C=O)cn2)cc1,i,-0.71
COc1ccc(-c2nnn(CC(=O)N(CC(=O)NCCC(C)C)c3ccccc3)n2)cc1OC,i,-3
CCc1nnc(NS(=O)(=O)c2ccc(NC(=O)CCC(=O)OC)cc2)s1,i,-0.22
Cc1cc(NC(=O)C(C)SCC(=O)Nc2cc(C(F)(F)F)ccc2N2CCCCC2)no1 (stereo not drawn),i,0.11
COc1ccc(NC(=O)c2ccccc2C)cc1,i,0.67
Cc1onc(-c2c(Cl)cccc2Cl)c1C(=O)NCC1CCCO1 (stereo not drawn),i,0.33
Clc1ccc(CO/N=C/c2cccs2)cc1,i,-0.12
CCn1nnc2cc(C(=O)Nc3cc(OC)cc(OC)c3)ccc21,i,-0.17
CCc1cccc2c(C=C(C#N)C#N)cn(CC(=O)N3CCCC3)c12,i,-0.86
O=C(NCCN1CCCc2ccccc21)C1CCC(=O)N(CCc2ccccc2)C1 (stereo not drawn),i,0.83
O=C(CS(=O)CC(=O)Nc1cnc2ccccc2c1)Nc1ccc(Cl)cc1 (stereo not drawn),i,0.05
CCn1ccnc1CN1CCc2c([nH]c3ccccc23)C1C(C)(C)C (stereo not drawn),i,-7.7*
CCCCC#Cc1ccc(C(=O)NNC(=O)Nc2ccccc2)o1,i,-0.14
CCn1c(CNC(=O)c2cccc(C)c2)nnc1SCC(=O)Nc1cccc(OC)c1,i,-0.71
Cc1cccn2c(=O)c3cc(C(=O)NCCN4CCOCC4)c(=N)n(Cc4ccc(F)cc4)c3nc12,i,-0.87
CCOCCCNC(=O)/C(C#N)=C/c1ccc(-c2ccc(S(=O)(=O)N3CCOCC3)cc2)o1,i,-0.45
O=c1c(-c2ccccc2)c(O)c2ccccc2n1-c1ccccc1,i,-0.36
Cc1ccc(OCc2cc(C(=O)NCc3cc(F)ccc3C)no2)cn1,i,1.6
Cc1ccc(-n2nc3c(c2NC(=O)CC(C)C)CS(=O)C3)cc1 (stereo not drawn),i,0.07
CCCCCC(O)CCc1n[nH]c(=S)n1-c1ccccc1 (stereo not drawn),i,0.16
COc1ccc(C2CC(c3ccc(C)cc3)Nc3ncnn32)cc1 (stereo not drawn),i,0.4
O=C(CN1CCOCC1)Nc1ccc2c(c1)CCC2,i,0.31
CCOc1ccc(/C=N/NC(=O)CC(=O)Nc2ccc(Cl)c(Cl)c2)cc1,i,-0.02
Cc1ccc(S(=O)(=O)N2CCN(C(=O)c3ccnn3C)CC2)cc1C,i,0.7
